# Rab7 wt modul – modulators of GTP binding to dog Rab7 wildtype GTPase; GST-Rab7 beads, fluorescent GTP binding, flow cytometry; actives lie on both sides; untreated = 100%, excess cold GTP = 0%; GTP binding activity (percent of control), % at 10 µM; 190,000 tested, 0.055% active;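 active = fluorescent GTP binding to Rab7 beads changed by at least 20 points from the 100% baseline, either direction, mostly lower; inconclusive = compound itself probably fluorescent, or too few beads counted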;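 also: median green fluorescence of bound Bodipy-FL-GTP per Rab7 bead population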
# Rab2A wt mod – changes GTP binding to wildtype dog Rab2A, up or down | GST-Rab2 wt beads, Bodipy-GTP binding, flow cytometry | GTP binding activity, % at 10 µM | 190,000 tested, 0.19% active | AID 760;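 active = GTP binding activity at least 20 points away from 100%, either lowered or raised; inconclusive = signal likely due to the compound's own green fluorescence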;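 also: 0% = beads with excess unlabeled GTP and 100% = no-compound control corrected for plate trend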
# Pf gamet viab – inhibitors of late stage P. falciparum gametocyte viability. P. falciparum stage V gametocytes, ATP luminescence, 24 h. inhibition, % at 10.9 µM. 150,000 tested, 0.065% active;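 active = inhibition above the mean plus 3 SD of compounds within the control limits, set per campaign, cut at about 38% in these data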;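 also: 0% = DMSO wells and 100% = medium only without gametocytes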
# ABCG2 inh – blocks JC-1 efflux by human ABCG2 transporter. AID 1325. 190,000 tested, 0.1% active. Q9UNQ0. inhibition, % at 6.6 µM. IgMXP3 cells, flow cytometry;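 active = inhibition above 80%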;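 also: 0% = DMSO and 100% = nicardipine control wells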
#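 Test system: IgMXP3 (ABCG2) plus far-red-tagged CCRF-Adr (ABCB1) cells. Reagent: JC-1 dye as substrate. Timing: 10 min exposure at 25 °C with rotation, no wash. Measured by: flow cytometric JC-1 green MFI at 530 nm. Read-out: percent efflux inhibition, scaled nicardipine 100% to DMSO 0%. Control set: nicardipine and DMSO wells.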
# Rac1 wt GTP bind – alters GTP binding to wildtype human Rac1; P63000; GST-Rac1 beads, fluorescent GTP binding, flow cytometry; actives lie on both sides; 0 = cold GTP competed, 100 = untreated; GTP binding activity (% of control), % at 10 µM; 190,000 tested, 0.27% active; AID 757;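 active = GTP binding activity at least 20 points away from the 100% control level, either lower or higher; inconclusive = compound flagged as likely green fluorescent, judged across all proteins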
# Cdc42 wt GTP – human Cdc42 wildtype GTP binding change, either direction; percent activity (GTP binding), % at 10 µM; AID 761; P60953; 190,000 tested, 0.2% active; GST-Cdc42 beads, Bodipy-GTP binding, flow cytometry; actives lie on both sides;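 active = percent activity GTP binding at least 20 points away from the 100% baseline, either down as inhibitor or up as activator; inconclusive = compound flagged as likely green fluorescent from well-wide comparison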;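 also: median bead fluorescence of bound Bodipy-FL-GTP at 100 nM; 0% = excess unlabeled GTP control and 100% = no compound control; below 100% means less GTP binding so inhibitor and above means activator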
# Rac1 mut GTP – alters GTP binding to activated mutant human Rac1. P63000. GST-Rac1 activated beads, fluorescent GTP binding, flow cytometry; actives lie on both sides; 100% means binding = to untreated wells. percent activity (GTP binding), % at 10 µM. 190,000 tested, 0.11% active. AID 764;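 active = GTP binding at least 20 percentage points away from the 100% baseline, in either direction, so actives lie on both sides; inconclusive = Compound likely fluorescent itself, or too few beads counted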
# ABCB1 block – human ABCB1 inhibition, ABCG2 as counter-screen; inhibition, % at 6.6 µM; CCRF-Adr cells, JC-1 efflux, flow cytometry; 190,000 tested, 0.067% active; P08183; in the data active = inhibition above about 40%;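 also: 0% = vehicle and 100% = reference inhibitor; higher value means more JC-1 retained so stronger ABCB1 efflux block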
# Target sequence (P08183 whole entry, looked up): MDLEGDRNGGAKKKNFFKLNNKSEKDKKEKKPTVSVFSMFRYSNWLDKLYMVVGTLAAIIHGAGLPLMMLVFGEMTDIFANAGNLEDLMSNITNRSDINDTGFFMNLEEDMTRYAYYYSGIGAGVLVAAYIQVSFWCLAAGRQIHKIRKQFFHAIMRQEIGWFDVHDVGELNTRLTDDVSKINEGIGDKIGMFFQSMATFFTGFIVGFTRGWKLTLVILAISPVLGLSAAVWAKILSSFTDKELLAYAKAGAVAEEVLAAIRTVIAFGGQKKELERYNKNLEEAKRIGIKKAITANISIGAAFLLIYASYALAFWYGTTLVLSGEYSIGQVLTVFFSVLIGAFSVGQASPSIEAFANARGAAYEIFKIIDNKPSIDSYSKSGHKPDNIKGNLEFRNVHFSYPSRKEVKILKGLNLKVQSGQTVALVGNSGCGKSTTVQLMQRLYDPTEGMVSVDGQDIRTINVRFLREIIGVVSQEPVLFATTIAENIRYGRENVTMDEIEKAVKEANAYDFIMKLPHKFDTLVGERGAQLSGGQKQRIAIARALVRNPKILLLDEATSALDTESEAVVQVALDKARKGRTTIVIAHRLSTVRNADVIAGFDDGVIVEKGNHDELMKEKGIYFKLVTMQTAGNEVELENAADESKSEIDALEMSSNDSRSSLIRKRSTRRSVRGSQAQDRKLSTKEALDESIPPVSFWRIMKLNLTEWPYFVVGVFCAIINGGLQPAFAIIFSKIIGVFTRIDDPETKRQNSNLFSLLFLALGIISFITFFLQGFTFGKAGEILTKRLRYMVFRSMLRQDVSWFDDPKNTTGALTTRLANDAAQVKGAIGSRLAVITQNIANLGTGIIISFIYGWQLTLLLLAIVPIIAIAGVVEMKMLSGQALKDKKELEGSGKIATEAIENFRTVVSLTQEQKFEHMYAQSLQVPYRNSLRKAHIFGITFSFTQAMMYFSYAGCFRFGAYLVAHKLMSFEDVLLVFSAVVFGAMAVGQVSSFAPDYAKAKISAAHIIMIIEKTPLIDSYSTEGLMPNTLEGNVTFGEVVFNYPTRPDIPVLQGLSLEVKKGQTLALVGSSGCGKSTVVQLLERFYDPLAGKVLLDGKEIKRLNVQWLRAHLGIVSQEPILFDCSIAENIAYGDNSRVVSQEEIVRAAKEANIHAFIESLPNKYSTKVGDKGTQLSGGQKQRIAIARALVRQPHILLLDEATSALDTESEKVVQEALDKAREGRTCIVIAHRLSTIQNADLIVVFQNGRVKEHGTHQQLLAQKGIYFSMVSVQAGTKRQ
# Avidin bead fluor – avidin bead compound fluorescence profile | Avidin beads, compound fluorescence 488/530 nm, flow cytometry; active compounds read high | fluorescence (KMESF) at 10 µM | 220,000 tested, 0.38% active | AID 1775; in the data active = fluorescence above about 47; also: inactives centre near 10
# Mcl1-Noxa inh – disrupts binding of human Mcl-1 to Noxa peptide. Q07820. TR-FRET Mcl-1/Noxa peptide binding, 2 h. inhibition, % at 21.7 µM. 220,000 tested, 1.5% active;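 active = compounds that cut the protein-peptide binding signal by more than 50% relative to plate controls in a single-dose test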;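 also: His-tagged Mcl-1 with rhodamine Noxa BH3 peptide and terbium anti-His antibody; 0% = Mcl-1 plus Noxa peptide wells and 100% = peptide-only wells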
# HRas wt GTP – human HRas wildtype GTP binding, change in either direction; 190,000 tested, 0.14% active; AID 759; P01112; GST-Ras wt beads, Bodipy-FL-GTP binding, flow cytometry; actives lie on both sides; GTP binding activity, % at 10 µM;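 active = GTP binding activity at least 20% away from the 100% baseline, either lowered as inhibitor or raised as activator; inconclusive = flagged as likely green fluorescent, judged across all proteins in the well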;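 also: 0% = unlabeled GTP competition control and 100% = no-compound control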
# * marks the source's active call; other numbers are inactive results; ? = inconclusive; . = not tested or not shown.
compound	Rab7 wt modul	Rab2A wt mod	Pf gamet viab	ABCG2 inh	Rac1 wt GTP bind	Cdc42 wt GTP	Rac1 mut GTP	ABCB1 block	Avidin bead fluor	Mcl1-Noxa inh	HRas wt GTP
CN(C)C(=O)c1cc(Br)ccc1Cl	105	101	17	1	100	98	98	0.5	10	17	100
O=C(c1cccs1)N1CCc2c([nH]c3ccccc23)C1c1ccccn1 (stereo unspecified)	97	96	-9	24	96	96	94	5.0	8	13	97
NC(=O)C1CCN(c2ncc(C(F)(F)F)cc2Cl)CC1	101	97	1	1	100	95	95	0.0	8	-7	96
CCCC(=O)OCC(=O)Nc1cc(Cl)ccc1[N+](=O)[O-]	93	92	.	1	90	92	92	0.1	20	-10	93
COc1ccc(NC(=O)CN2C(=O)c3ccccc3Sc3ccc(C(=O)N4CCOCC4)cc32)c(OC)c1	103	101	16	0	104	104	101	0.9	12	7	103
O=C1SCCc2c1n(Cc1ccccc1)c1ccccc21	102	100	.	0	108	101	101	0.0	8	-10	102
C=CCn1c(O)c(C=Nc2ccc(Cc3ccncc3)cc2)c(=O)[nH]c1=S	99	97	2	6	98	97	98	0.1	7	38	100
NC(=O)c1ccc[n+](CC(=O)c2ccc(Br)cc2)c1	96	94	.	1	100	94	96	0.2	11	9	96
CCOC(=O)COc1cc(O)c2c(=O)cc(-c3ccccc3)oc2c1	103	103	.	17	104	102	95	1.1	19	16	98
O=C(Nc1ccccc1)c1ccc(-c2ccccc2C(F)(F)F)o1	104	100	11	14	105	103	99	0.0	10	3	98
Cc1onc(-c2ccccc2)c1C(=O)Nc1c(C)n(C)n(-c2ccccc2)c1=O	100	101	.	1	112	110	106	0.5	13	-11	105
C[C@]1(C(=O)O)C=C[C@@H](Cc2ccccc2)N1C(=O)c1ccccc1	99	100	2	0	105	103	98	0.2	10	21	100
COc1cccc(C2CC(C(F)(F)F)n3nc(C(=O)Nc4c(C)n(C)n(-c5ccccc5)c4=O)cc3N2)c1 (stereo unspecified)	95	97	18	6	99	98	98	0.1	9	12	97
Cc1ccnc(SCc2cc(=O)c(OC(=O)c3ccccc3)co2)n1	93	96	-19	8	98	98	98	1.5	10	-9	96
Cc1ccc(CNC(=O)COC(=O)c2ccc(Cl)c(N)c2)cc1	107	100	18	10	102	95	100	0.6	17	11	101
c1cc2c(cc1Oc1nc(N3CCOCC3)nc(N3CCOCC3)n1)OCO2	100	102	9	25	104	100	102	1.5	11	7	102
Cc1nc2ccccc2n1C(=O)N1CCOCC1	95	99	5	0	100	99	95	0.1	22	7	99
Cc1nnc(N2CCN(Cc3ccccc3)CC2)[nH]c1=O	92	97	-27	-1	97	98	98	-0.3	11	17	96
CCn1ncc(Br)c1C(=O)Nc1ccccc1OC	?	?	-6	33	?	?	?	0.6	10	-6	?
Cc1cccc(NC(=O)c2ccc(COc3ccc(Cl)cc3Cl)o2)n1	93	94	.	20	97	99	91	-0.2	12	14	95
Cc1cccc(N2CCN(C(=O)c3cc(S(=O)(=O)N(C)C)ccc3N3CCCC3)CC2)c1C	96	92	3	-1	92	91	91	4.0	32	20	91
Cc1ccc(NC(=O)N2CCC(NC(=O)c3ccccc3C)CC2)cc1	95	97	9	4	97	98	101	0.4	15	-13	97
Cc1ccc(C(=O)N2CCN(S(=O)(=O)c3ccccc3)CC2)cc1	103	102	34	0	95	95	91	-0.5	9	1	98
CN1C(=O)CC2(CC(=O)N(Cc3ccccc3)C2)C1=O (stereo unspecified)	104	101	11	2	105	102	99	0.4	22	16	102
CCOc1ccc2nc(NC(=O)C3CCCO3)sc2c1 (stereo unspecified)	106	98	.	3	101	95	96	-0.1	8	1	97
Cc1ccc(OCCC(=O)Nc2ccc(F)c(Cl)c2)cc1	?	?	18	4	?	?	?	0.2	16	12	?
c1ccc2c(c1)ncc1cccn12	97	100	.	7	102	104	100	1.0	9	12	101
COc1cc(C(=S)NCc2ccccc2)cc(Br)c1O	88	84	-17	-2	79*	86	88	-0.7	8	41	85
CCNc1ccc(S(=O)(=O)N(C)C)cc1NCC(=O)Nc1c(F)cccc1F	101	98	2	12	106	101	100	1.5	7	-4	100
CN(CC(=O)Nc1ccc(N2CCOCC2)cc1)CC(=O)Nc1ccccc1[N+](=O)[O-]	101	97	-5	11	102	94	98	1.4	4	14	99
Cc1ccc([N+](=O)[O-])cc1S(=O)(=O)n1ccnc1C	97	98	-15	3	100	98	94	0.6	9	-3	97
Cc1ccc(C2CC(c3cccc(C)c3)n3ncnc3N2)cc1 (stereo unspecified)	101	97	.	-4	103	104	99	-2.1	5	7	101
CCCCNCc1cc(OC)c(OCC(N)=O)cc1Br	102	98	-35	3	109	102	99	0.2	5	7	102
Cc1ccc(OCCCn2c(=O)oc3ccccc32)cc1	94	93	9	5	103	95	98	0.8	13	14	96
Cn1c(=O)c2c(ncn2CC(=O)OCC(=O)Nc2cc(Cl)ccc2Cl)n(C)c1=O	102	102	-28	12	107	102	101	0.4	11	11	102
CC(Sc1nnc2ccccn12)C(=O)Nc1ccc(Cl)cn1 (stereo unspecified)	103	100	.	1	105	103	98	0.4	19	19	103
CCN1CCN(CC(=O)Nc2ccc3c(c2)OCO3)C(=O)C1=O	101	97	.	2	99	97	97	0.9	8	14	97
CC1CC(C)CN(CCCNC(=O)c2csc3c2CCCC3)C1 (stereo unspecified)	99	99	-3	2	101	100	98	0.9	8	8	101
COc1ccc(C(=O)Nc2cccc(-c3ccc4nncn4n3)c2)cc1	102	96	22	2	94	95	95	0.2	8	3	93
O=C1C(Cc2ccc(Br)cc2)SC(=Nc2ccccc2)N1c1ccccc1 (stereo unspecified)	101	100	-26	4	103	101	101	0.8	21	-8	101
CCc1ccc(NC(=O)CO/N=C(\C)c2cc3ccccc3o2)cc1	102	103	.	10	104	100	101	0.2	11	18	102
COc1cccc(OC)c1C(=O)Nc1ccc(NC(=O)c2ccco2)cc1	97	99	.	1	97	98	96	0.2	12	10	98
O=C1NC(=O)C(CC(=O)N(Cc2cccs2)C2(C(=O)NC3CCCC3)CCCCC2)N1 (stereo unspecified)	99	102	-7	-9	105	105	101	0.5	5	15	101
O=C(Nc1ccc(NC(=O)c2ccc(S(=O)(=O)c3ccccc3)cc2)cc1)c1ccccc1	101	100	.	1	97	100	97	0.5	33	-5	100
COc1ccc(OC)c(NC(=S)NCc2cccs2)c1	96	97	-48	-1	100	98	100	-0.1	2	10	100
CN(O)/C=C1\C(=O)Nc2ccccc21	102	101	.	1	103	103	99	0.2	7	3	102
CSC1=NCCN1C(=O)c1ccc(C)cc1	94	98	-11	1	97	98	96	0.2	9	5	97
OC(COCc1ccccc1)CN1CCN(c2ccccc2)CC1 (stereo unspecified)	98	98	.	0	99	99	96	0.2	9	16	96
CCOC(=O)N1CCN(S(=O)(=O)N(C)C)CC1	103	99	1	-3	108	105	98	0.0	11	11	102
O=C1N(Cc2cccc(Cl)c2)C[C@@H]2C[C@@H](c3cccn3-c3ccccn3)N3CCC[C@@]123	103	99	-3	7	100	99	96	2.4	12	10	99

# Twelve structures out of the list, sorted by count of non-hydrogen atoms, ascending:
compound	Rab7 wt modul	Rab2A wt mod	Pf gamet viab	ABCG2 inh	Rac1 wt GTP bind	Cdc42 wt GTP	Rac1 mut GTP	ABCB1 block	Avidin bead fluor	Mcl1-Noxa inh	HRas wt GTP
CN(O)/C=C1\C(=O)Nc2ccccc21	102	101	.	1	103	103	99	0.2	7	3	102
CSC1=NCCN1C(=O)c1ccc(C)cc1	94	98	-11	1	97	98	96	0.2	9	5	97
CCOC(=O)N1CCN(S(=O)(=O)N(C)C)CC1	103	99	1	-3	108	105	98	0.0	11	11	102
COc1ccc(OC)c(NC(=S)NCc2cccs2)c1	96	97	-48	-1	100	98	100	-0.1	2	10	100
Cc1ccc(OCCC(=O)Nc2ccc(F)c(Cl)c2)cc1	?	?	18	4	?	?	?	0.2	16	12	?
Cc1ccc(C2CC(c3cccc(C)c3)n3ncnc3N2)cc1 (stereo unspecified)	101	97	.	-4	103	104	99	-2.1	5	7	101
CCc1ccc(NC(=O)CO/N=C(\C)c2cc3ccccc3o2)cc1	102	103	.	10	104	100	101	0.2	11	18	102
COc1ccc(C(=O)Nc2cccc(-c3ccc4nncn4n3)c2)cc1	102	96	22	2	94	95	95	0.2	8	3	93
COc1cccc(OC)c1C(=O)Nc1ccc(NC(=O)c2ccco2)cc1	97	99	.	1	97	98	96	0.2	12	10	98
Cn1c(=O)c2c(ncn2CC(=O)OCC(=O)Nc2cc(Cl)ccc2Cl)n(C)c1=O	102	102	-28	12	107	102	101	0.4	11	11	102
O=C1N(Cc2cccc(Cl)c2)C[C@@H]2C[C@@H](c3cccn3-c3ccccn3)N3CCC[C@@]123	103	99	-3	7	100	99	96	2.4	12	10	99
O=C(Nc1ccc(NC(=O)c2ccc(S(=O)(=O)c3ccccc3)cc2)cc1)c1ccccc1	101	100	.	1	97	100	97	0.5	33	-5	100

# Carrying on.
compound	Rab7 wt modul	Rab2A wt mod	Pf gamet viab	ABCG2 inh	Rac1 wt GTP bind	Cdc42 wt GTP	Rac1 mut GTP	ABCB1 block	Avidin bead fluor	Mcl1-Noxa inh	HRas wt GTP
CN(Cc1nc2ccc(F)cc2[nH]1)Cc1nc(CC2CC2)no1	97	97	6	1	102	97	96	0.3	11	6	96
CCCCSc1cc(C)nc2ncnn12	101	99	-18	-2	100	99	98	-0.2	22	15	101
C=C(C)Cn1c(CCCNC(=O)C(C)(C)C)nc2ccccc21	96	99	.	-3	104	97	99	-0.3	19	-6	99
O=C(CSc1nnc(-c2ccncc2)o1)Nc1ccccc1Cl	101	104	-6	3	108	102	101	0.6	130*	-28	105
Oc1ccccc1-c1cc(-c2ccco2)[nH]n1	106	102	0	7	111	99	99	-0.7	9	48	102

# Source: PubChem (several laboratories)
